High-throughput results from PubChem.
NSD2 block = inhibitors of human NSD2, primary screen, biochemical, plate reader, single point. Histone-lysine N-methyltransferase NSD2 (Homo sapiens), O96028. NSD2-SET H3K36me1 DELFIA fluorescence. inhibition, % at 12.5 µM. hit rate 0.07% among 44,000. AID 624260, 2012; in the data active = inhibition above about 54%, passing the limit was not always enough; inconclusive = no clear call, values can overlap the other calls;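 also: inhibitors reduce the monomethyl H3K36 fluorescence signal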
Target sequence (O96028 whole entry, looked up): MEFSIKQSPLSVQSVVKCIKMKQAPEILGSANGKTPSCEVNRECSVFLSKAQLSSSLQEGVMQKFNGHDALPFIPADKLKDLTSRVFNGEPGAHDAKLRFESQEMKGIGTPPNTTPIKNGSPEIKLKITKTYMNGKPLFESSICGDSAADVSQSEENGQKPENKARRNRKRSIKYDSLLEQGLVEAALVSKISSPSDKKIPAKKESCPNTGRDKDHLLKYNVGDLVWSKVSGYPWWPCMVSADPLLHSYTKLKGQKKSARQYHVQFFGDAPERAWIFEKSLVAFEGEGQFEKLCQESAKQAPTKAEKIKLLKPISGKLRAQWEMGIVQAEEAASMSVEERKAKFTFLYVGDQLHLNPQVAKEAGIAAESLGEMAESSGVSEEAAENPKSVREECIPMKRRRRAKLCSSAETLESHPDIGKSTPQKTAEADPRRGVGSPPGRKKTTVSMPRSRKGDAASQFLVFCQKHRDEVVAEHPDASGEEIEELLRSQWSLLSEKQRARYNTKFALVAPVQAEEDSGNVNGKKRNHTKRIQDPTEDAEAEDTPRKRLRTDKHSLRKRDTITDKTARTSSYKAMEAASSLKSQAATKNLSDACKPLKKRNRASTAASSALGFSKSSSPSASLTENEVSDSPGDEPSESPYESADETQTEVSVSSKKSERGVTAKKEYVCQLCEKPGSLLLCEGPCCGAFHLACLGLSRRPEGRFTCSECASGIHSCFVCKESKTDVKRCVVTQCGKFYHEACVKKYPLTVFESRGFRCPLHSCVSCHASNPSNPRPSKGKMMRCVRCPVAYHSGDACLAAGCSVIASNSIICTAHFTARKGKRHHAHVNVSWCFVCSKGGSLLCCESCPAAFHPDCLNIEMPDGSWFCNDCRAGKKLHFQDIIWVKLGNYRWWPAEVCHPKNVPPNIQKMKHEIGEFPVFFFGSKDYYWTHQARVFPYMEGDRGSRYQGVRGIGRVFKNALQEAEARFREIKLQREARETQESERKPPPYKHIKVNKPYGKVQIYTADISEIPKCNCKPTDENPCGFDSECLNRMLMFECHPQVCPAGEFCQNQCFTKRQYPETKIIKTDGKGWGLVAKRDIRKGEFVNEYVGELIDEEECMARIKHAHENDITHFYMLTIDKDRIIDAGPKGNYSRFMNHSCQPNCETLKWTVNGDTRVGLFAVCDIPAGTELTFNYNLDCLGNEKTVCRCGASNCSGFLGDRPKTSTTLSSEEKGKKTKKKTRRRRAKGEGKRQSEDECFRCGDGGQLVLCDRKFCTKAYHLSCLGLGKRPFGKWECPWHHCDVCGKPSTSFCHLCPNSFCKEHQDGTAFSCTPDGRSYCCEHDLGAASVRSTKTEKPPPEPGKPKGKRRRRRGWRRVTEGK
An asterisk follows results filed as active; i = inactive; ? = inconclusive; & = joins results of further samples. Only part of the results is shown; the hit share may differ from the screen's.

| SMILES | NSD2 block |
| --- | --- |
| C[C@@H]1CN([C@@H](C)CO)C(=O)c2cc(NC(=O)c3ccncc3)ccc2O[C@H]1CN(C)Cc1ccc(Oc2ccccc2)cc1 | -1 |
| C[C@@H]1CN([C@@H](C)CO)C(=O)c2cc(C#Cc3ccncc3)cnc2O[C@@H]1CN(C)S(=O)(=O)c1ccccc1F | 3 |
| O=C(C[C@H]1C[C@H]2c3cc(NC(=O)Nc4ccccc4)ccc3O[C@H]2[C@@H](CO)O1)NCc1ccccn1 | 1 |
| CC(C)NC(=O)Nc1ccc2c(c1)CC(=O)N([C@@H](C)CO)C[C@H](C)[C@H](CN(C)Cc1ccc(C(=O)Nc3ccccc3N)cc1)O2 | 3 |
| C[C@H]1CN([C@@H](C)CO)S(=O)(=O)c2ccc(-c3ccc(F)cc3)cc2O[C@@H]1CN(C)C | -6 |
| COc1ccc(S(=O)(=O)N(C)C[C@H]2OCCCC[C@@H](C)Oc3ccc(NC(=O)CCCN(C)C)cc3C(=O)N([C@@H](C)CO)C[C@@H]2C)cc1 | 1 |
| Cc1noc(C)c1NC(=O)Nc1ccc2c(c1)C(=O)N([C@H](C)CO)C[C@@H](C)[C@H](CN(C)Cc1ccccc1)O2 | 9 |
| C[C@@H]1CN([C@@H](C)CO)C(=O)c2cc(NS(=O)(=O)c3cn(C)cn3)ccc2O[C@@H]1CN(C)Cc1ccc(C(=O)O)cc1 | 8 |
| C[C@@H]1CN([C@H](C)CO)C(=O)Cc2cc(NC(=O)CCC(F)(F)F)ccc2O[C@H]1CN(C)S(=O)(=O)c1ccc(Cl)cc1 | -4 |
| C[C@H](CO)N1C[C@H](C)[C@H](CN(C)Cc2ccc(C(=O)Nc3ccccc3N)cc2)Oc2ccc(NS(=O)(=O)c3ccc(Cl)cc3)cc2CC1=O | -7 |

3 compounds already listed, sorted by heavy-atom count, high to low:
| SMILES | NSD2 block |
| --- | --- |
| COc1ccc(S(=O)(=O)N(C)C[C@H]2OCCCC[C@@H](C)Oc3ccc(NC(=O)CCCN(C)C)cc3C(=O)N([C@@H](C)CO)C[C@@H]2C)cc1 | 1 |
| CC(C)NC(=O)Nc1ccc2c(c1)CC(=O)N([C@@H](C)CO)C[C@H](C)[C@H](CN(C)Cc1ccc(C(=O)Nc3ccccc3N)cc1)O2 | 3 |
| O=C(C[C@H]1C[C@H]2c3cc(NC(=O)Nc4ccccc4)ccc3O[C@H]2[C@@H](CO)O1)NCc1ccccn1 | 1 |

Remaining list, next part.
| SMILES | NSD2 block |
| --- | --- |
| C[C@@H]1CCCCO[C@@H](CN(C)C(=O)c2ccncc2)[C@@H](C)CN([C@@H](C)CO)C(=O)c2cc(NC(=O)c3ccccc3)ccc2O1 | -2 |
| C[C@@H]1CN([C@H](C)CO)C(=O)CCCn2nncc2CO[C@@H]1CN(C)C(=O)NC1CCCCC1 | -1 |
| C[C@@H]1CCCCO[C@H](CN(C)C(=O)NC2CCCCC2)[C@@H](C)CN([C@H](C)CO)C(=O)c2cc(NC(=O)CCCCCC(=O)Nc3ccccc3N)ccc2O1 | 2 |
| Brc1c(Br)c(Br)c2n[nH]nc2c1Br | -6 |
| C[C@H]1CN([C@@H](C)CO)C(=O)c2cc(NS(=O)(=O)c3cn(C)cn3)ccc2O[C@H]1CN(C)C(=O)Nc1cccc2ccccc12 | -2 |
| Cc1noc(C)c1S(=O)(=O)Nc1ccc2c(c1)CC(=O)N([C@H](C)CO)C[C@@H](C)[C@@H](CN(C)C)O2 | -4 |
| COCC(=O)N(C)C[C@@H]1Oc2cc(C#CCN(C)C)ccc2S(=O)(=O)N([C@H](C)CO)C[C@@H]1C | 6 |
| COCC#Cc1cnc2c(c1)C(=O)N([C@H](C)CO)C[C@@H](C)[C@H](CN(C)Cc1ccc(-c3ccccc3)cc1)O2 | 4 |
| COc1cccc(-c2ccc3c(c2)O[C@H](CN(C)C)[C@H](C)CN([C@H](C)CO)S3(=O)=O)c1 | 0 |
| COC(=O)N(C)C[C@@H]1OCc2ccccc2-c2c(n(C)c3ccccc23)C(=O)N([C@H](C)CO)C[C@H]1C | 0 |
| COCC#Cc1ccc2c(c1)O[C@@H](CN(C)Cc1ccccc1F)[C@@H](C)CN([C@H](C)CO)S2(=O)=O | -4 |
| O=C(O)c1cc2cc(Cc3cccnc3)ccc2o1 | -3 |
| Cc1ccc(S(=O)(=O)Nc2ccc3c(c2)C(=O)N([C@H](C)CO)C[C@@H](C)[C@@H](CN(C)C(=O)NC(C)C)OCCCC[C@@H](C)O3)cc1 | 5 |
| CCC(=O)N(C)C[C@H]1Oc2ncc(-c3ccc(C(=O)N(C)C)cc3)cc2C(=O)N([C@H](C)CO)C[C@@H]1C | 8 |
| C[C@H](CO)N1C[C@H](C)[C@@H](CN(C)Cc2ccc3c(c2)OCO3)Oc2ccc(NC(=O)Nc3ccc(F)cc3)cc2C1=O | 0 |
| O=C1O[C@@H](c2ccccc2)[C@@H](c2ccccc2)N2[C@@H](c3ccccc3OCCO)[C@]3(C(=O)Nc4ccc(C#CCCO)cc43)[C@@H](C(=O)NC[C@H](O)c3ccccc3)[C@H]12 | 0 |
| C[C@H](CO)N1C[C@H](C)[C@H](CN(C)Cc2ccccn2)Oc2ncc(Br)cc2C1=O | 0 |
| Cc1noc(C)c1S(=O)(=O)Nc1ccc2c(c1)C(=O)N([C@@H](C)CO)C[C@H](C)[C@H](CN(C)S(C)(=O)=O)O2 | 5 |
| COCCOC(=O)N1C(=O)[C@@]2(c3cc(C#CCCO)ccc31)[C@H](c1ccccc1OCCO)N1[C@H](c3ccccc3)[C@H](c3ccccc3)OC(=O)[C@H]1[C@@H]2C(=O)N1CCN(c2ncccn2)CC1 | -6 |
| C[C@H](CO)N1C[C@H](C)[C@H](CN(C)Cc2ccc(C(=O)Nc3ccccc3N)cc2)Oc2c(NC(=O)C3CC3)cccc2C1=O | 4 |
| C[C@H]1CN([C@@H](C)CO)C(=O)Cc2cc(NS(=O)(=O)c3ccc(Cl)cc3)ccc2O[C@H]1CN(C)C | -4 |
| C[C@@H]1CN([C@H](C)CO)C(=O)Cc2cc(NC(=O)Cc3ccccc3)ccc2O[C@@H]1CN(C)S(=O)(=O)c1cn(C)cn1 | 7 |
| C[C@@H]1CN([C@H](C)CO)C(=O)Cc2cc(NC(=O)Nc3cccc4ccccc34)ccc2O[C@H]1CN(C)Cc1ccccc1 | -5 |
| Cc1ccc(S(=O)(=O)Nc2ccc3c(c2)C(=O)N([C@@H](C)CO)C[C@@H](C)[C@H](CN(C)C(=O)C2CCCCC2)OCCCC[C@@H](C)O3)cc1 | i |
| COc1ccc([C@H]2C=C(C(=O)O)O[C@@H](OCCCCO)C2)cc1 | -7&-3 |
| C[C@@H]1CN([C@@H](C)CO)C(=O)c2cc(NC(=O)Nc3ccc(F)cc3)ccc2O[C@@H](C)CCCCO[C@@H]1CN(C)S(=O)(=O)c1cccs1 | 5 |
| COc1ccc(NC(=O)Nc2ccc3c(c2)C(=O)N([C@H](C)CO)C[C@H](C)[C@H](CN(C)Cc2ccc(Cl)c(Cl)c2)OCCCC[C@H](C)O3)cc1 | -3 |
| O=C(Nc1ccc2c(c1)[C@@H]1C[C@H](CC(=O)N3CCCCC3)O[C@@H](CO)[C@@H]1O2)c1ccc2c(c1)OCO2 | -185 |
| C[C@H](CO)N1C[C@H](C)[C@H](CN(C)Cc2ccncc2)Oc2c(NS(=O)(=O)c3ccc(F)cc3)cccc2C1=O | 3 |
| C[C@H]1CN([C@@H](C)CO)C(=O)c2cc(-c3ccncc3)cnc2O[C@H]1CN(C)S(=O)(=O)c1ccc(F)cc1 | -71 |
| CCC(=O)N(C)C[C@H]1Oc2cc(C#CCC(C)C)ccc2S(=O)(=O)N([C@H](C)CO)C[C@@H]1C | -1 |
| C[C@@H]1CCCCO[C@H](CN(C)C(=O)Nc2ccc(C(F)(F)F)cc2)[C@@H](C)CN([C@H](C)CO)C(=O)c2cc(NS(=O)(=O)c3ccc(Cl)cc3)ccc2O1 | -5 |
| CCCNC(=O)N(C)C[C@@H]1Oc2ncc(C#CCC(C)C)cc2C(=O)N([C@H](C)CO)C[C@@H]1C | -2 |
| O=C(NO)c1ccc(C(=O)N/N=C/c2ccc(-n3ccnc3)cc2)cc1 | -3 |
| C[C@@H]1CN([C@H](C)CO)C(=O)c2cc(-c3cccnc3)cnc2O[C@H]1CN(C)C(=O)Nc1ccc(C(F)(F)F)cc1 | -6 |
| C[C@H]1CCCCO[C@@H](CN(C)C(=O)CCC(F)(F)F)[C@@H](C)CN([C@@H](C)CO)C(=O)c2cc(NC(=O)NC3CCCCC3)ccc2O1 | 4 |
| O=C(CCCCC(=O)N/N=C/c1ccc(Br)o1)NO | -2 |
| CNC[C@H]1Oc2ncc(-c3cccc(C(=O)N(C)C)c3)cc2C(=O)N([C@@H](C)CO)C[C@H]1C | -1 |
| C[C@H](O)C#Cc1cnc2c(c1)C(=O)N([C@H](C)CO)C[C@H](C)[C@@H](CN(C)C(=O)CC1CC1)O2 | 3 |
| CC(=O)N(C)C[C@H]1Oc2ncc(-c3ccc(F)cc3)cc2C(=O)N([C@H](C)CO)C[C@H]1C | 8 |

Next section (4 carried over from the part before).
| SMILES | NSD2 block |
| --- | --- |
| O=C(CCCCC(=O)N/N=C/c1ccc(Br)o1)NO | -2 |
| CNC[C@H]1Oc2ncc(-c3cccc(C(=O)N(C)C)c3)cc2C(=O)N([C@@H](C)CO)C[C@H]1C | -1 |
| C[C@H](O)C#Cc1cnc2c(c1)C(=O)N([C@H](C)CO)C[C@H](C)[C@@H](CN(C)C(=O)CC1CC1)O2 | 3 |
| CC(=O)N(C)C[C@H]1Oc2ncc(-c3ccc(F)cc3)cc2C(=O)N([C@H](C)CO)C[C@H]1C | 8 |
| CCCN(C)C[C@@H]1Oc2cc(-c3ccccc3C)ccc2S(=O)(=O)N([C@@H](C)CO)C[C@H]1C | -1 |
| O=C(N/N=C/[C@H](O)[C@H](O)[C@@H](O)[C@@H](O)CO)c1ccccc1O | 0 |
| COc1ccc(S(=O)(=O)Nc2ccc3c(c2)C(=O)N([C@@H](C)CO)C[C@H](C)[C@H](CN(C)C(=O)Nc2cccc4ccccc24)OCCCC[C@H](C)O3)cc1 | -2 |
| C[C@H](CO)N1C[C@H](C)[C@@H](CN(C)C(=O)c2ccccc2)Oc2ncc(-c3ccc(C#N)cc3)cc2C1=O | -4 |
| COc1ccc(S(=O)(=O)N(C)C[C@@H]2Oc3c(NS(=O)(=O)c4cn(C)cn4)cccc3C(=O)N([C@@H](C)CO)C[C@@H]2C)cc1 | 2 |
| C[C@H]1CN([C@@H](C)CO)S(=O)(=O)c2ccc(-c3ccccc3)cc2O[C@@H]1CN(C)Cc1cncnc1 | 10 |
| C[C@@H]1CN([C@H](C)CO)C(=O)c2cc(NC(=O)CCC(F)(F)F)ccc2O[C@@H]1CN(C)C(=O)Nc1ccc(C(F)(F)F)cc1 | -2 |
| COc1ccc(NC(=O)Nc2ccc3c(c2)C(=O)N([C@H](C)CO)C[C@H](C)[C@H](CN(C)C(=O)Nc2ccc(OC)cc2)O3)cc1 | -2 |
| CCCNC(=O)C[C@H]1C[C@H]2c3cc(NS(C)(=O)=O)ccc3O[C@H]2[C@H](CO)O1 | 4 |
| Cc1ccc(S(=O)(=O)N(C)C[C@@H]2OCCCC[C@H](C)Oc3ccc(NS(=O)(=O)c4ccc(F)cc4)cc3C(=O)N([C@@H](C)CO)C[C@@H]2C)cc1 | -3 |
| COc1ccc(S(=O)(=O)Nc2ccc3c(c2)C(=O)N([C@@H](C)CO)C[C@@H](C)[C@H](CN(C)C(=O)Nc2ccc(C(F)(F)F)cc2)OCCCC[C@@H](C)O3)cc1 | -4 |
| COc1cccc(S(=O)(=O)N(C)C[C@@H]2Oc3ncc(-c4cccc(C(=O)N(C)C)c4)cc3C(=O)N([C@H](C)CO)C[C@@H]2C)c1 | 6 |
| COc1ccc(CN(C)C[C@H]2Oc3c(NS(=O)(=O)c4cccs4)cccc3C(=O)N([C@H](C)CO)C[C@@H]2C)cc1 | ? |
| CC(C)NC(=O)N(C)C[C@@H]1Oc2cc(-c3cccnc3)ccc2S(=O)(=O)N([C@H](C)CO)C[C@@H]1C | 0 |
| Cc1noc(C)c1NC(=O)N(C)C[C@H]1OCCCC[C@@H](C)Oc2ccc(NC(=O)Cc3ccccc3)cc2C(=O)N([C@H](C)CO)C[C@@H]1C | 0 |
| C[C@@H]1CCCCO[C@@H](CN(C)C(=O)C2CCCCC2)[C@H](C)CN([C@H](C)CO)C(=O)c2cc(NS(=O)(=O)c3ccc(Cl)cc3)ccc2O1 | -5 |
| C[C@@H]1CN([C@H](C)CO)S(=O)(=O)c2ccc(C#Cc3cccc(F)c3)cc2O[C@H]1CN(C)C(=O)CN1CCOCC1 | -3 |
| COc1cccc(S(=O)(=O)Nc2ccc3c(c2)[C@@H]2C[C@H](CC(=O)O)O[C@@H](CO)[C@@H]2O3)c1 | 6 |
| Cn1cc(/C=N/NC(=O)c2ccccn2)c2ccccc21 | -1 |
| C[C@H](CO)N1C[C@H](C)[C@H](CN(C)C)Oc2ccc(NC(=O)Nc3cccc4ccccc34)cc2C1=O | 1 |
| C[C@@H]1CN([C@H](C)CO)C(=O)c2cccc(NC(=O)c3ccc(-c4nccs4)cc3)c2O[C@@H]1CN(C)S(C)(=O)=O | 7 |
| COc1ccc(S(=O)(=O)Nc2cccc3c2O[C@H](CN(C)Cc2ccc(-c4ccccc4)cc2)[C@H](C)CN([C@H](C)CO)C3=O)cc1 | 4 |
| C[C@@H]1CN([C@H](C)CO)C(=O)c2cc(C#CC3(O)CCCC3)cnc2O[C@H]1CN(C)Cc1ccccc1 | 1 |
| CN1C2CCC1/C(=C\c1ccccc1)C(=O)/C2=C\c1ccccc1 | 5 |
| Cc1noc(C)c1NC(=O)Nc1cccc2c1O[C@H](CN(C)S(=O)(=O)c1cn(C)cn1)[C@@H](C)CN([C@@H](C)CO)C2=O | 5 |
